Rv3671c inh = Rv3671c serine protease inhibitors, primary screen, biochemical, fluorescence polarization, M. tuberculosis H37Rv. 320,000 tested, 0.048% active. inhibition, % at 5.96 µM. P9WHR9; in the data active = inhibition above about 38%;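 also: extracellular domain of Rv3671c used as enzyme; 0% = enzyme with DMSO and 100% = no enzyme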
Target sequence (P9WHR9 whole entry, looked up, the tested form may be a part): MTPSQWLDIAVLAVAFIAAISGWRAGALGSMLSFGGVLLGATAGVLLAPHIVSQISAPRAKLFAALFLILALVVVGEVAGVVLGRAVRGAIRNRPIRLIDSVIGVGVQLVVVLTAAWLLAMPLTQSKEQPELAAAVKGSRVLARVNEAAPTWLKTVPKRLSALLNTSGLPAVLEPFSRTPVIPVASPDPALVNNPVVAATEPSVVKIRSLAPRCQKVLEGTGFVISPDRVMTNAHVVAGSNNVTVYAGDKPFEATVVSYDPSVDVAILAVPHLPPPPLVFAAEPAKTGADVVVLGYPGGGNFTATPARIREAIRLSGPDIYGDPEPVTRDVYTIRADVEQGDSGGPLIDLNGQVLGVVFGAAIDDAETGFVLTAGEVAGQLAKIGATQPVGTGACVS
Vc quorum ag = inducers of Vibrio cholerae quorum light production without autoinducers, primary screen, BH1578 luxS cqsA deficient, single point. V. cholerae BH1578 lux reporter, luminescence, 6 h. activation, % at 18.7 µM. 350,000 tested, 0.16% active; in the data active = activation mostly above about 9.7%, no sharp cut-off; also: not every result past the cut was called active; inactives centre near 0; reference of the scale not given here
3CLpro inhibitor = SARS-CoV 3CLpro protease inhibitors, primary screen, biochemical, quenched FRET; Replicase polyprotein 1ab (Severe acute respiratory syndrome coronavirus), P0C6X7; recombinant SARS-CoV 3CLpro, quenched FRET peptide cleavage; inhibition, % at 6 µM; 290,000 tested, 0.14% active; in the data active = inhibition above about 12%
PriA SSB inh = inhibitors of Klebsiella pneumoniae PriA binding to SSB C-terminal tail, primary screen, biochemical, AlphaScreen; PriA–SSB C-terminal tail interaction (Klebsiella pneumoniae); AlphaScreen SSBct-PriA binding, biotinylated peptide; inhibition, % at 33 µM; 430,000 tested, 0.6% active; AID 1272365, 2023; in the data active = inhibition mostly above about 37%, no sharp cut-off; inactive = mostly below about 20%;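 also: plate controls were negative control peptide for no effect and reference peptide for full effect; strong numbers were not always called active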
MazEF act = activators of E. coli MazEF toxin-antitoxin RNase, primary screen, biochemical, fluorescence, uHTS; Endoribonuclease toxin MazF (Escherichia coli (strain K12)), P0AE70; 350,000 tested, 0.32% active; FAM/BHQ RNA-DNA oligo cleavage fluorescence, 5 h; activation, % at 20 µM; in the data active = activation above about 50%
Target sequence (P0AE70 whole entry, looked up): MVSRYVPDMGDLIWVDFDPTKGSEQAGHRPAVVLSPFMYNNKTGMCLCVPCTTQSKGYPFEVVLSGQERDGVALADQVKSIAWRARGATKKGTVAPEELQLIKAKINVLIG
DUSP3 inh = VHR1 phosphatase inhibitors, primary screen, biochemical, absorbance, uHTS; inhibition, % at 13.3 µM; recombinant VHR phosphatase, pNPP absorbance; 290,000 tested, 0.52% active; in the data active = inhibition above about 50%; also: some compounds called inactive have numbers as strong as hits
Target sequence (P51452 whole entry, looked up): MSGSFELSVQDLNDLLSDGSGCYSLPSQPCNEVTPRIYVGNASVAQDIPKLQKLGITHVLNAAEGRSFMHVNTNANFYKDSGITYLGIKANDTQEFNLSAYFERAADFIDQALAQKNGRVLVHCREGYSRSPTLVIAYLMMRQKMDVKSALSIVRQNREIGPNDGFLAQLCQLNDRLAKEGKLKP
Yp Topo-I inh = Yersinia pestis topoisomerase I inhibitors, primary screen, biochemical, cleavage product accumulation, plate reader, single point | DNA topoisomerase I (Yersinia pestis CO92) | AID 504884, 2011 | Y. pestis Topo-I cleavage product accumulation | 360,000 tested, 0.064% active | activity, % at 10 µM; in the data active = activity above about 50%, passing the limit was not always enough; also: inactives centre near 2
PfHsp40 rescue = rescue of yeast from PfHsp40 toxicity, primary screen, S. cerevisiae, ATP luminescence; S. cerevisiae expressing PfHsp40, growth rescue; growth rescue, % at 12.5 µM; 340,000 tested, 0.68% active; in the data active = growth rescue above about 28%, passing the limit was not always enough;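 also: yeast W303a lacking pdr1 and pdr3 grown in galactose medium; growth measured after three days at 30 °C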
TcdB GH inh = TcdB glycohydrolase inhibitors, primary screen, biochemical, single point, plate reader; AID 652162, 2013; TcdB glycohydrolase enzymatic assay; 350,000 tested, 0.24% active; inhibition, % at 9.99 µM; Toxin B (Clostridioides difficile), P18177; in the data active = inhibition above about 10%
Anthrax LF prot = Bacillus anthracis LF protease inhibitors, primary screen, biochemical, multiplex microsphere, MLPCN library; Lethal factor (Bacillus anthracis), P15917; multiplex microsphere protease cleavage assay; inhibition, % at 10 µM; 360,000 tested, 0.12% active; AID 588501, 2011; in the data active = inhibition above about 30%; also: plate controls were buffer without enzyme for full effect and enzyme alone for no effect
* hit, by the source's call; i = inactive; / = not tested or not shown. These rows are one share of the data; count on the stated rates, not on these rows.

SMILES	Rv3671c inh	Vc quorum ag	3CLpro inhibitor	PriA SSB inh	MazEF act	DUSP3 inh	Yp Topo-I inh	PfHsp40 rescue	TcdB GH inh	Anthrax LF prot
CC(C)CC(COCc1cccc(C(F)(F)F)c1)N1CCN(C(=O)c2cccc(C(F)(F)F)c2)CCC1=O (stereo not drawn)	-10.9	0.1	6.0	-10.4	0.3	-3.6	30.7	23.1	1.3	-4.4
CC(CCc1ccccc1)NC(=O)c1cccnc1 (stereo not drawn)	4.0	i	0.7	-9.0	-6.7	18.2	1.7	-0.8	/	1.4
Cc1nnsc1NC(=O)OCc1ccc(Cl)cc1Cl	-8.9	i	-0.6	-15.1	-0.7	16.7	3.7	1.0	/	1.0
Cn1cc(CC(=O)NCCCN2CCCC2)c2ccccc21	-5.0	-0.3	4.6	1.8	-4.2	14.0	-1.9	0.4	/	8.1
CCOC(=O)Cc1csc(NC(=O)Cn2cnc3c2c(=O)n(C)c(=O)n3C)n1	-5.8	-0.1	2.9	-18.0	-3.4	-1.3	10.6	-0.1	0.2	1.5
Cc1ccc(CC2SC(N)=NC2=O)cc1 (stereo not drawn)	-2.9	-1.6	-0.4	/	-3.3	3.6	-14.3	0.4	1.3	4.7
N#Cc1c(/N=C/N2CCOCC2)sc2c1CCCCC2	3.9	-5.4	3.7	/	1.2	20.8	11.7	-0.5	/	-7.8
O=C1C(c2ccccc2)c2ccccc2N1Cc1ccccc1 (stereo not drawn)	/	-1.7	/	-5.6	-6.0	/	26.8	-0.8	1.6	-1.5
O=C(COC(=O)Cn1[nH]c(=O)c2ccccc2c1=O)NNC(=O)c1ccccc1	-5.8	i	/	-12.5	3.5	/	2.4	-1.2	1.7	/
O=C(Nc1nc2c(s1)CN(Cc1ccccc1)CC2)C1CCCC1	7.0	i	-0.5	17.4	-5.2	14.5	1.6	-0.2	-0.1	12.8
COc1ccc(CCN2CC(C(=O)N(C)CC(=O)Nc3ccc(F)c(F)c3F)CC2=O)cc1OC (stereo not drawn)	/	i	/	-10.8	0.0	/	0.2	0.7	-0.7	-3.9
CCOC(=O)C1=C(C)OC(=Cc2ccccc2)C1=O	/	i	/	/	3.6	/	-5.6	/	-0.2	4.5
O=C(c1cccc(NS(=O)(=O)c2ccccc2)c1)N1CCCC1	-7.5	-1.4	0.3	-24.5	-9.0	34.4	11.0	-0.2	0.4	4.6
CN1CCN(CCCCOc2ccccc2C=O)CC1	-9.7	-0.3	-4.2	21.1	10.0	18.2	-11.9	24.4	0.3	0.6
COC(=O)c1ccc(C)c(NC(=O)CCNC(=O)c2ccc([N+](=O)[O-])cc2)c1	6.3	0.1	-1.5	4.0	1.2	12.6	-10.8	-1.5	/	-1.1
CCOc1ccccc1NC(=O)COC(=O)c1ccccc1SCC(=O)N1CCCC1	1.1	-0.7	/	-27.9	-5.5	/	1.8	0.0	1.2	-5.4
CC(=O)Nc1ccc(-c2csc(NNC(=O)c3ccccc3)n2)cc1	17.5	i	-6.6	-11.0	-2.5	-1.5	-1.7	-2.3	2.4	-4.5
COc1ccccc1-c1nc(C#N)c(N2CCN(C(=O)c3ccco3)CC2)o1	-4.8	i	-1.6	-6.6	7.0	9.7	4.8	-1.3	-1.6	1.5
COC(=O)c1ccc(COc2cc(C)cc3oc(=O)c4c(c23)CCCC4)o1	-2.0	i	-1.3	-0.5	2.0	18.7	7.2	0.6	/	-1.6
Cc1nc2ccc(NC(=O)c3ccc([N+](=O)[O-])cc3[N+](=O)[O-])cc2s1	-1.0	i	-1.7	17.3	5.2	16.9	-10.8	-0.1	-1.9	-2.5
Cc1ccc(SCCN2CCC(C(C)(C)C)CCC2=O)cc1 (stereo not drawn)	-7.1	-5.0	-2.6	2.8	6.8	5.0	16.8	1.3	0.5	0.1
COc1ccc(Nc2c3c(nc4ccccc24)CCC3)cc1	-6.8	-0.6	-2.2	5.3	7.7	/	0.3	-2.3	2.2	-9.0
COc1ccc(CCC(C)NC2CCCCCCC2)cc1 (stereo not drawn)	7.4	i	-0.2	-12.7	2.8	5.2	16.6	-0.9	0.8	/
COc1cc(/C=N/NC(=O)c2ccccn2)ccc1OC(=O)c1ccc(Br)cc1	20.4	i	4.3	/	14.9	14.2	2.0	-1.2	0.5	-0.1
O=S(=O)(c1cccc(NC(=S)N2CCN(c3ccccc3F)CC2)c1)C(F)F	-3.2	i	2.5	-13.6	-1.9	11.9	-0.5	-1.0	0.7	-3.2
CN(C(=O)c1ccc2c(=O)n3c(nc2c1)CCCCC3)c1cccc(Cl)c1	1.3	0.0	-0.2	-0.4	11.2	30.6	8.7	-0.6	1.4	18.5
O=C(CCCOc1ccccc1)OCn1nnc2ccccc2c1=O	5.0	-0.3	5.9	-11.6	1.1	14.0	0.9	1.3	0.3	3.8
COc1ccc(C=NCCc2ccc(OC)c(OC)c2)cc1OC	/	-0.3	/	/	2.1	/	6.3	/	2.5	1.5
O=C(COc1ccccc1F)Nc1ccc(S(=O)(=O)Nc2nccs2)cc1	-6.3	-1.2	-4.1	1.7	-21.7	16.3	-1.0	-0.2	0.8	-10.9
Cc1ccc(CN2CCC(=O)N2)cc1	-3.6	1.1	1.2	-2.8	4.6	/	1.8	1.1	-3.1	-0.6
Cn1c(=O)c2c(ncn2Cc2ccccc2)n(C)c1=O	1.3	4.2	1.3	-9.4	11.5	13.3	3.2	-0.4	1.1	-3.9
O=C(NCc1cccc(F)c1)C1CCC(=O)N(C2CC2)C1 (stereo not drawn)	4.0	i	3.0	-1.9	-2.8	2.3	9.1	0.5	1.0	-5.1
CCN1CCc2c(sc(NC(=O)Cc3ccccc3)c2C(=O)OC)C1	0.8	-0.3	-6.4	-1.9	-18.0	25.1	15.9	1.3	0.9	-2.1
CC1CCCN(C(=O)COC(=O)c2ccc[nH]c2=O)C1 (stereo not drawn)	-1.9	-1.0	-2.0	-18.4	3.2	34.7	0.9	-1.4	/	-5.9
Cc1cccc(N(CC(=O)NC2CCCC2)C(=O)CS(=O)CC(=O)Nc2ccc3c(c2)OCO3)c1 (stereo not drawn)	1.1	i	3.1	3.7	-3.3	21.3	7.0	2.8	/	-2.0
COC(=O)CN1CCN(C(c2ccccc2)c2ccccc2)CC1	-4.5	-0.2	-4.3	-15.3	1.1	-1.5	8.9	1.5	/	1.6
CC(=O)NCCNC(=O)C1Cc2c(-c3ccc4c(c3)OCO4)ccnc2O1 (stereo not drawn)	/	i	/	/	/	/	-6.8	/	0.4	-1.4
CN1CCN(c2cc(-c3ccccc3)nc3cc(-c4ccc(F)cc4)nn23)CC1	4.0	4.5	-0.4	-34.7	5.3	30.3	-10.2	3.5	/	6.5
Cc1cccc2c(=O)cc(C)n(CC(N)=O)c12	0.4	-1.0	6.0	-2.6	10.9	17.5	1.6	0.3	1.0	-20.9
Cc1ccc(C(O)c2ncc(-c3ccc(F)cc3)[nH]2)cc1F (stereo not drawn)	/	2.4	/	/	/	/	2.5	/	1.3	3.0
O=[N+]([O-])c1ccccc1SN(Cc1ccccc1)c1ccccn1	0.4	i	1.6	-10.4	-0.3	5.4	9.3	0.6	1.6	-2.6
O=C1C(Cl)=C(NCCc2ccccc2)C(=O)N1CCc1ccccc1	2.0	-2.2	3.0	-17.1	69.7*	6.4	-11.3	0.7	/	-2.6
Cc1ccccc1CC(=O)N1CC(C)OC(C)C1 (stereo not drawn)	4.9	-0.8	-8.2	-1.2	4.5	0.7	3.0	-2.3	1.2	-13.6
CCN1C(=O)/C(=C/c2ccc(C)s2)NC1=S	-6.1	-0.7	1.9	5.2	9.0	-6.1	-3.7	6.1	/	7.3
CCC1CCCCN1CCCNC(=O)c1cn(CC(C)C)c(=O)c2cc(OC)c(OC)cc12 (stereo not drawn)	0.6	-0.4	2.1	-9.9	-22.2	-3.8	5.8	0.2	/	3.8

Continued, starting with the last six of the part before.
SMILES	Rv3671c inh	Vc quorum ag	3CLpro inhibitor	PriA SSB inh	MazEF act	DUSP3 inh	Yp Topo-I inh	PfHsp40 rescue	TcdB GH inh	Anthrax LF prot
Cc1ccc(C(O)c2ncc(-c3ccc(F)cc3)[nH]2)cc1F (stereo not drawn)	/	2.4	/	/	/	/	2.5	/	1.3	3.0
O=[N+]([O-])c1ccccc1SN(Cc1ccccc1)c1ccccn1	0.4	i	1.6	-10.4	-0.3	5.4	9.3	0.6	1.6	-2.6
O=C1C(Cl)=C(NCCc2ccccc2)C(=O)N1CCc1ccccc1	2.0	-2.2	3.0	-17.1	69.7*	6.4	-11.3	0.7	/	-2.6
Cc1ccccc1CC(=O)N1CC(C)OC(C)C1 (stereo not drawn)	4.9	-0.8	-8.2	-1.2	4.5	0.7	3.0	-2.3	1.2	-13.6
CCN1C(=O)/C(=C/c2ccc(C)s2)NC1=S	-6.1	-0.7	1.9	5.2	9.0	-6.1	-3.7	6.1	/	7.3
CCC1CCCCN1CCCNC(=O)c1cn(CC(C)C)c(=O)c2cc(OC)c(OC)cc12 (stereo not drawn)	0.6	-0.4	2.1	-9.9	-22.2	-3.8	5.8	0.2	/	3.8
CCC1(c2ccc(Cl)cc2)NC(=S)N(c2ccccc2)N1 (stereo not drawn)	-3.3	-0.6	4.5	4.1	-9.3	-17.6	-12.4	0.2	1.7	-1.0
O=C(Nc1nc(-c2cccs2)c(-c2cccs2)s1)C1(c2ccccc2)CC1	-10.7	-0.2	0.7	-24.6	5.9	25.5	2.0	0.3	0.3	-10.4
COc1ccc(C2c3c(oc4ccccc4c3=O)C(=O)N2c2ccc(C)cn2)cc1OC (stereo not drawn)	1.4	i	-0.7	-3.4	12.3	20.9	5.4	0.0	0.8	-3.7
O=C(NCc1cccs1)c1ccc(Cl)c(S(=O)(=O)N2CCOCC2)c1	/	-0.4	/	/	-4.7	/	1.9	/	-3.0	-4.4
C[C@H](O)[C@@H]1C(=O)N2CCc3c([nH]c4ccccc34)[C@@H]2C[C@@H]1N(C)S(=O)(=O)c1ccccc1	/	-0.3	/	/	4.8	/	3.9	/	0.6	4.0
COC(=O)c1cccc(C23CC4(C2)[C@H](CN(Cc2cccnc2)[C@@H]4c2ccccc2)C3c2ccc(C(F)(F)F)cc2)c1 (stereo partly drawn)	-2.7	/	/	0.1	-6.1	-7.9	/	/	/	/
O=C(/C(=N/N=C/c1ccc(O)c(O)c1O)c1ccccc1)c1ccccc1	-16.3	-0.4	1.3	/	12.9	4.6	-1.8	519.6*	-3.1	-6.7
COc1ccc2c(c1)O[C@H]1c3ccc(O)cc3OC[C@@H]21	-2.2	-0.5	/	-5.2	9.6	/	3.4	7.1	1.4	-0.2
COc1ccc(CCN=C(N)Nc2nc(C)cc(C)n2)cc1	-2.7	-0.4	-0.8	-7.8	2.9	3.9	4.2	0.6	1.3	-2.6

Assay outcomes as filed in PubChem.
